From PubChem
MOR-DOR ag – OPRM1-OPRD1 heterodimerization agonism | hit rate 0.3% among 340,000 | activation, % at 9.3 µM | P35372+P41143 | cells, luminescence; in the data active = activation above about 18%;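 note: 0% = vehicle-treated cells and 100% = reference agonist; values of inactives mirror those of a sister screen read the other way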
AddAB inh – less growth of phage-infected E. coli with AddAB; E. coli expressing H. pylori AddAB, absorbance growth; inhibition, % at 11.9 µM; hit rate 0.29% among 330,000; AID 435030; in the data active = inhibition above about 12%;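 note: 0% = vehicle wells of infected cells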
HTR5A inv ctr – inverse agonist of human HTR5A in OPRM1-OPRD1 counter-screen; P47898; hit rate 0.083% among 340,000; inhibition, % at 9.3 µM; HTR5A cell line, luminescence, inverse agonism; in the data active = inhibition mostly above about 23%, no sharp cut-off; inactive = mostly below about 18%;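 note: 0% = cells with DMSO and 100% = no-cell wells with DMSO; some compounds called inactive have numbers as strong as hits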
Target sequence (P47898 whole entry, looked up): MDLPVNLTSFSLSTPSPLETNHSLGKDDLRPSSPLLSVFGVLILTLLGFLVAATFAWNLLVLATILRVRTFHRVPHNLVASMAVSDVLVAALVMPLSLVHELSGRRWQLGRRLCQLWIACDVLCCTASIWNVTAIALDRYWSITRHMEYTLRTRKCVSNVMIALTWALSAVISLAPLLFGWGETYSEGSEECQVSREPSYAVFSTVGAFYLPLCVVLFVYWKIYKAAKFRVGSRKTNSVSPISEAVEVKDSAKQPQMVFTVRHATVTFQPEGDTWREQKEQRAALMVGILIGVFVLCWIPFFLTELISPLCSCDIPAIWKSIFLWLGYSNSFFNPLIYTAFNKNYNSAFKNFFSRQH
PKA-R1A act – activators of PKA-R1A complex; PKA-R1A dissociation, Cy5-IP20 fluorescence polarization; scaled: DMSO 0%, 113 µM cGMP 100%; AID 504707; activation, % at 11.4 µM; hit rate 0.083% among 340,000; P00514+P68181;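 active = percent activation above the mean of all tested compounds plus 3 SD, cut at about 19% in these data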;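 note: higher means more PKAc released from R1A so a rise in polarization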
PKA-R2B activ – activators of human PKA-R2B complex. PKA-R2B holoenzyme dissociation, Cy5-IP20 fluorescence polarization; R2B truncated from residue 108, S112A mutant; 0% DMSO only, 100% 113 µM cGMP. activation, % at 11.4 µM. hit rate 0.079% among 340,000. AID 504700;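 active = activation above a cutoff set at the mean over all compounds plus 3 SD, cut at about 18% in these data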;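 note: higher means more holoenzyme dissociation and a rise in polarization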
Target sequence (P31323 whole entry, looked up, other chains not shown, the tested form may be a part): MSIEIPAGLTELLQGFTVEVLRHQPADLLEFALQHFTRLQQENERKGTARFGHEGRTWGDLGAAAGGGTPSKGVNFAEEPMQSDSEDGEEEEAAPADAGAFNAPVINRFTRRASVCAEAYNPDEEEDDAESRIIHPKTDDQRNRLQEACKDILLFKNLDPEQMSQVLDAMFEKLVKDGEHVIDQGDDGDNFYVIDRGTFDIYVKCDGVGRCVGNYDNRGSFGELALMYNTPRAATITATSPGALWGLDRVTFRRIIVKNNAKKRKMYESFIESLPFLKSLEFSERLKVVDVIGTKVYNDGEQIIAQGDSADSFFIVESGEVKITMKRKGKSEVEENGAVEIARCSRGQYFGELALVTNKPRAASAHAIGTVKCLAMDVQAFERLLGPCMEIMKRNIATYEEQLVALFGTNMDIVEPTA
PfHsp90 set2 – growth inhibition of yeast expressing Plasmodium Hsp90; S. cerevisiae expressing PfHsp90, BacTiter-Glo ATP, 48 h; yeast lacking PDR1 and PDR3 efflux regulators; inhibition, % at 9.4 µM; hit rate 0.32% among 310,000; AID 504621;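 active = every replicate shows inhibition above about 80%, whatever the replicate mean, limit read from the data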;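 note: 0% = DMSO neutral controls and 100% = 20 µM radicicol positive controls; yeast relying on Plasmodium falciparum Hsp90 in place of its own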
SUMO Mot1 rescue – inhibitors of SUMOylation pathway: yeast Mot1-301 growth rescue; S. cerevisiae Mot1-301 growth rescue, ATP luminescence, 38.5C; percent above DMSO median, 100 means doubled; AID 2716; growth rescue, % at 18.8 µM; hit rate 1% among 320,000;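 active = every valid replicate shows activation above 250% relative to neutral control wells; inactive = the rest, any valid replicate at or below 250%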;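 note: OY570 slx delta 5 strain wells were the positive control but not used for scaling; some compounds called inactive have numbers as strong as hits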
phage Ecoli inh – E. coli growth loss with phage present. AID 651602. inhibition, % at 11.9 µM. hit rate 0.26% among 360,000. growth absorbance; in the data active = inhibition above about 11%
OPRM1-OPRD1 inv – inverse agonist of human OPRM1-OPRD1 heterodimerization. P35372+P41143. cell-based MOR-DOR heterodimer luminescence, inverse agonism. inhibition, % at 9.3 µM. hit rate 0.21% among 340,000. AID 504357; in the data active = inhibition above about 22%, passing the limit was not always enough;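 note: 0% = cells with DMSO and 100% = wells without cells with DMSO; values of inactives mirror those of a sister screen read the other way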
E coli growth – bacterial growth inhibition, counter-screen for AddAB inhibitors; E. coli V3065 growth, OD600 absorbance, 18 h; inhibition, % at 11.9 µM; hit rate 0.27% among 330,000;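 active = inhibition above the campaign's mean inhibition across all tested compounds plus 3 SD, cut at about 9.9% in these data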;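 note: uninfected addAB+ strain grown without phage in ampicillin broth; 0% = DMSO wells and 100% = ciprofloxacin 0.95 µg/ml wells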
Tat transport – inhibitors of E. coli Tat protein transport; inhibition, % at 10 µM; hit rate 0.036% among 340,000; E. coli MC4100 TorA-mCherry Tat export, fluorescence;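 active = mean replicate inhibition at least 50% and at least half of replicates individually reaching 50%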;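 note: exported cargo escapes ClpAP degradation while cytoplasmic cargo is degraded and loses fluorescence; 0% = median of neutral control wells and 100% = median of NaSCN control wells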
Starred values were filed as active, the others as inactive.

CC(C)CCC(CCNCc1ccccn1)c1ccc2c(c1)OCO2 (stereo unspecified) was read as MOR-DOR ag 4.7, AddAB inh -3.4, HTR5A inv ctr 8, PKA-R1A act 0, PKA-R2B activ -7, PfHsp90 set2 -10, SUMO Mot1 rescue -18, phage Ecoli inh -3.9, OPRM1-OPRD1 inv -22, E coli growth -2.5 and Tat transport -10.
Screening CC(C)CN1C2CCCC1CC(NC(=S)NCc1ccco1)C2 (stereo unspecified) returned MOR-DOR ag -0.8, AddAB inh 2.2, HTR5A inv ctr -21, PKA-R1A act -3, PKA-R2B activ 8, PfHsp90 set2 -29, phage Ecoli inh 5.5, OPRM1-OPRD1 inv 4, E coli growth 1.4 and Tat transport 2.
Screening CCCc1nnc(NC(=O)CCC(=O)NCc2ccccc2OC)s1 returned MOR-DOR ag -1.6, AddAB inh 1.6, HTR5A inv ctr 17, PKA-R1A act -1, PKA-R2B activ -4, PfHsp90 set2 4, SUMO Mot1 rescue -10, phage Ecoli inh 2.1, OPRM1-OPRD1 inv 8, E coli growth 0.2 and Tat transport -2.
Screening CC(NC(=O)Cc1ccc([N+](=O)[O-])cc1)c1ccc2c(c1)OCO2 (stereo unspecified) returned MOR-DOR ag -0.9, AddAB inh 1.7, HTR5A inv ctr 9, PKA-R1A act -13, PKA-R2B activ -3, PfHsp90 set2 -5, SUMO Mot1 rescue 6, phage Ecoli inh 3.1, OPRM1-OPRD1 inv 5, E coli growth -1.2 and Tat transport -2.
For O=C(NCCN1CCN(C(=O)c2ccccc2Cl)CC1)C(=O)NCc1ccccc1 the results were MOR-DOR ag -1.4, AddAB inh 1.0, HTR5A inv ctr -1, PKA-R1A act 3, PKA-R2B activ -2, PfHsp90 set2 -26, SUMO Mot1 rescue -8, phage Ecoli inh 0.1, OPRM1-OPRD1 inv 8, E coli growth 1.1 and Tat transport 2.
Screening Cc1ccc2c(Cl)c(C(=O)NC3CC3)sc2c1 returned MOR-DOR ag -2.8, HTR5A inv ctr -43, PKA-R1A act 7, PKA-R2B activ -4, PfHsp90 set2 6, SUMO Mot1 rescue -3, phage Ecoli inh 1.5, OPRM1-OPRD1 inv 15 and Tat transport 9.
`CN(CC(=O)Nc1ccc(F)cc1)c1ccc(S(=O)(=O)N2CCCCC2)cc1[N+](=O)[O-]` gave MOR-DOR ag 3.0, AddAB inh 3.3, HTR5A inv ctr 17, PKA-R1A act 1, PKA-R2B activ -12, PfHsp90 set2 -35, SUMO Mot1 rescue -7, phage Ecoli inh 1.9, OPRM1-OPRD1 inv -16, E coli growth 0.7 and Tat transport -6.
`O=C(CSc1n[nH]c(-c2cccnc2)n1)Nc1ccccc1[N+](=O)[O-]` gave MOR-DOR ag 0.7, AddAB inh 1.8, HTR5A inv ctr -3, PKA-R1A act -1, PKA-R2B activ -3, PfHsp90 set2 2, SUMO Mot1 rescue -5, phage Ecoli inh 4.7, OPRM1-OPRD1 inv -5, E coli growth -1.2 and Tat transport 2.
Screening CCc1ccc(CN(C)Cc2nc(-c3cccc(Cl)c3)no2)nc1 returned MOR-DOR ag 1.9, AddAB inh -3.8, HTR5A inv ctr 8, PKA-R1A act -10, PKA-R2B activ 13, PfHsp90 set2 -29, SUMO Mot1 rescue -12, phage Ecoli inh 1.7, OPRM1-OPRD1 inv -10, E coli growth -2.1 and Tat transport -3.
O=S(=O)(Nc1nc2ccccc2nc1Nc1ccc2c(c1)OCO2)c1ccccc1 was read as MOR-DOR ag -3.0, AddAB inh 1.1, HTR5A inv ctr 11, PKA-R1A act -15, PKA-R2B activ 5, PfHsp90 set2 23, SUMO Mot1 rescue -3, phage Ecoli inh 3.7, OPRM1-OPRD1 inv 15, E coli growth 1.5 and Tat transport 4.
Screening Cc1ccc2nc(NCCO)nc(-c3ccccc3)c2c1 returned MOR-DOR ag 0.1, AddAB inh -2.2, HTR5A inv ctr -16, PKA-R1A act -10, PKA-R2B activ 2, SUMO Mot1 rescue -19, phage Ecoli inh 2.4, OPRM1-OPRD1 inv 0, E coli growth -1.0 and Tat transport 9.
Screening Cc1c(NC(=O)CCC2CCCCC2)cc(C(=O)N2CCOCC2)cc1[N+](=O)[O-] returned MOR-DOR ag 4.1, AddAB inh 0.2, HTR5A inv ctr -21, PKA-R1A act -5, PKA-R2B activ -13, PfHsp90 set2 23, SUMO Mot1 rescue -7, phage Ecoli inh 1.4, OPRM1-OPRD1 inv -21, E coli growth 0.1 and Tat transport 2.
COc1cc(C(=O)NCCc2ccc3c(c2)OCO3)cc(OC)c1OC was read as MOR-DOR ag -0.8, HTR5A inv ctr 0, PKA-R1A act -1, PKA-R2B activ -6, PfHsp90 set2 -20, phage Ecoli inh 3.0, OPRM1-OPRD1 inv 4 and Tat transport 10.
For CC[n+]1c(/C=C/c2ccc(OC(C)=O)c(OC)c2)ccc2ccccc21 the results were MOR-DOR ag -4.1, HTR5A inv ctr 22, PKA-R1A act -3, PKA-R2B activ 4, PfHsp90 set2 15, SUMO Mot1 rescue -30, phage Ecoli inh 0.1, OPRM1-OPRD1 inv 20 and Tat transport 3.
For O=C1C(=O)N(CC2CCCO2)C(c2ccco2)/C1=C(/O)c1ccc(F)cc1 (stereo unspecified) the results were MOR-DOR ag -1.1, AddAB inh 0.8, HTR5A inv ctr 10, PKA-R1A act -1, PKA-R2B activ -10, PfHsp90 set2 -9, SUMO Mot1 rescue 14, phage Ecoli inh -0.1, OPRM1-OPRD1 inv 5, E coli growth 1.2 and Tat transport 6.
Screening COC(=O)CCc1c(COC(C)=O)[nH]c(C(=O)OCc2ccccc2)c1C returned MOR-DOR ag -2.2, AddAB inh -1.1, HTR5A inv ctr 6, PKA-R1A act -2, PKA-R2B activ 5, PfHsp90 set2 7, SUMO Mot1 rescue -17, phage Ecoli inh -1.5, OPRM1-OPRD1 inv 13, E coli growth 0.0 and Tat transport -2.
`COc1ccccc1NC(=O)CSc1ccc(-c2ccc(-n3cccn3)cc2)nn1` gave MOR-DOR ag 3.8, AddAB inh 1.0, HTR5A inv ctr 9, PKA-R1A act -7, PKA-R2B activ -2, SUMO Mot1 rescue 1, phage Ecoli inh 3.7, OPRM1-OPRD1 inv -24, E coli growth 1.1 and Tat transport 1.
Screening COC(=O)[C@H](CC(C)C)NC(=O)Cn1cnc2c(NCc3ccccc3)ncnc21 returned AddAB inh 2.3, PKA-R1A act -2, PKA-R2B activ -4, PfHsp90 set2 -15, phage Ecoli inh 5.0, E coli growth 4.1 and Tat transport 1.
CC(C)N=C1SC(CC(=O)Nc2ccccc2)C(=O)N1C(C)C (stereo unspecified) was read as MOR-DOR ag 6.5, AddAB inh 0.2, HTR5A inv ctr 7, PKA-R1A act -3, PKA-R2B activ 9, PfHsp90 set2 -1, SUMO Mot1 rescue -16, phage Ecoli inh 5.0, OPRM1-OPRD1 inv -33, E coli growth -0.7 and Tat transport -3.
Screening O=C(CCC1CCCN(C(=O)c2ccc3c(c2)OCO3)C1)NCc1ccc(F)c(F)c1 (stereo unspecified) returned MOR-DOR ag -1.6, AddAB inh 1.7, HTR5A inv ctr 6, PKA-R1A act -5, PKA-R2B activ -6, PfHsp90 set2 11, SUMO Mot1 rescue 46, phage Ecoli inh 4.5, OPRM1-OPRD1 inv 11, E coli growth -1.9 and Tat transport 2.
Screening Cc1cccc(OCC(=O)N(Cc2cccs2)C2CCS(=O)(=O)C2)c1 (stereo unspecified) returned MOR-DOR ag -1.1, AddAB inh 3.7, HTR5A inv ctr -27, PKA-R1A act -13, PKA-R2B activ -8, PfHsp90 set2 8, SUMO Mot1 rescue 5, phage Ecoli inh 1.5, OPRM1-OPRD1 inv 7, E coli growth 0.1 and Tat transport -1.
For Cc1cccc(-c2nc(CS(=O)CC(=O)NCCc3ccccc3)c(C)o2)c1 (stereo unspecified) the results were MOR-DOR ag -2.0, AddAB inh 1.8, HTR5A inv ctr 20, PKA-R1A act -7, PKA-R2B activ 5, PfHsp90 set2 13, SUMO Mot1 rescue 4, phage Ecoli inh 1.8, OPRM1-OPRD1 inv 10, E coli growth -3.7 and Tat transport 6.
`O=C1NCC(Nc2ccc(Cl)cc2)C(=O)N1` (stereo unspecified) gave MOR-DOR ag -4.3, HTR5A inv ctr 4, PKA-R1A act 12, PKA-R2B activ -14, PfHsp90 set2 5, phage Ecoli inh 1.2, OPRM1-OPRD1 inv 19 and Tat transport -4.
For COc1ccc(C(=O)CSc2nnc(-c3ccoc3C)n2CC2CCCO2)cc1 (stereo unspecified) the results were MOR-DOR ag 1.5, AddAB inh 0.9, HTR5A inv ctr 5, PKA-R1A act 15, PKA-R2B activ -2, PfHsp90 set2 -3, SUMO Mot1 rescue 5, phage Ecoli inh -4.9, OPRM1-OPRD1 inv -8, E coli growth -0.4 and Tat transport -3.
For [N-]=[N+]=NC[C@H](Cc1ccccc1)N1CC[C@@H](O)CCC1=O the results were MOR-DOR ag -2.1, AddAB inh 1.8, HTR5A inv ctr 14, PKA-R1A act -5, PKA-R2B activ -4, PfHsp90 set2 -14, SUMO Mot1 rescue -2, phage Ecoli inh 0.3, OPRM1-OPRD1 inv 12, E coli growth -1.0 and Tat transport -11.
For Nc1nnnn1CC(=O)OCc1cccc(Br)c1 the results were MOR-DOR ag -0.8, AddAB inh 1.5, HTR5A inv ctr 5, PKA-R1A act -11, PKA-R2B activ 0, PfHsp90 set2 4, SUMO Mot1 rescue 13, phage Ecoli inh 2.5, OPRM1-OPRD1 inv 4, E coli growth -0.4 and Tat transport -7.
Screening Cc1ccc(NC(=O)Cc2ccc3c(c2)OCCO3)cc1S(=O)(=O)N1CCCCC1 returned MOR-DOR ag -0.9, AddAB inh 0.7, HTR5A inv ctr -38, PKA-R1A act -6, PKA-R2B activ 3, PfHsp90 set2 23, SUMO Mot1 rescue 308, phage Ecoli inh 1.9, OPRM1-OPRD1 inv 5, E coli growth 0.7 and Tat transport -2.
Screening O=C(Nc1cc2c(oc1=O)CCCC2=O)c1ccccc1 returned MOR-DOR ag -1.8, AddAB inh -1.0, HTR5A inv ctr 11, PKA-R1A act -9, PKA-R2B activ -7, PfHsp90 set2 13, SUMO Mot1 rescue -18, phage Ecoli inh 2.3, OPRM1-OPRD1 inv 9, E coli growth -0.9 and Tat transport 5.
`O=C(O)CCCNC(=O)c1ccc(NC(=O)Cc2ccc(Cl)cc2)cc1` gave MOR-DOR ag -0.1, AddAB inh -0.9, HTR5A inv ctr 8, PKA-R1A act 1, PKA-R2B activ -2, PfHsp90 set2 2, SUMO Mot1 rescue -14, phage Ecoli inh 3.6, OPRM1-OPRD1 inv 0, E coli growth -2.4 and Tat transport 4.
For O=C1CC(c2ccco2)CC(O)=C1C=Nc1ccc(Br)cc1 (stereo unspecified) the results were MOR-DOR ag 1.1, AddAB inh 0.8, HTR5A inv ctr -8, PKA-R1A act 13, PKA-R2B activ -16, PfHsp90 set2 -44, SUMO Mot1 rescue 52, phage Ecoli inh 2.1, OPRM1-OPRD1 inv -7, E coli growth -0.6 and Tat transport -1.
